GSTO1 counter: inhibitors of recombinant GSTO1, primary screen, counter-screen for RBBP9 inhibitor project, biochemical, fluorescence polarization. AID 1974, 2009. Glutathione S-transferase omega-1 (Homo sapiens), P78417. inhibition, % at 5.96 µM. 1.1% of 300,000 active. activity-based probe fluorescence polarization;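 active means inhibition above the campaign mean inhibition plus 3 SD, cut at about 35% in these data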;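 further: 0% = GSTO1-1 with DMSO and 100% = wells lacking GSTO1-1 enzyme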
TPT1 inh: Candida albicans TPT1 enzyme inhibitors, primary screen, biochemical, fluorescence polarization | recombinant caTPT1, FP RNA substrate dephosphorylation | AID 1962, 2009 | tRNA 2'-phosphotransferase TPT1 (Candida albicans SC5314) | inhibition, % at 5 µM | 0.81% of 300,000 active;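 active means inhibition above the mean of all tested compounds plus 3 SD, set per screening campaign, cut at about 24% in these data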;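 further: plate controls were DMSO alone for no effect and ferristatin control at 100 nM for full effect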
Fam108B inh: mouse Fam108B serine hydrolase inhibitors, primary screen, counter-screen for RBBP9 inhibitor project, biochemical, fluorescence polarization | recombinant Fam108B, FP-Rh probe fluorescence polarization | inhibition, % at 9.51 µM | 0.33% of 300,000 active | AID 1947, 2009;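 active means inhibition above the screen mean inhibition plus 3 SD, computed separately per campaign, cut at about 18% in these data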;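 further: inhibitors lower polarization as less probe binds the enzyme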
Bcl-xL primary: inhibitors of human Bcl-xL, primary screen, biochemical, fluorescence polarization, HTS | 0.7% of 320,000 active | GST-Bcl-xL / FITC-Bim BH3 peptide fluorescence polarization | inhibition, % at 10.9 µM;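 active means inhibition above the mean of all tested compounds plus 3 SD, cutoff set per campaign, cut at about 30% in these data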;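 further: 0% = DMSO wells and 100% = unlabeled Bim-BH3 peptide competitor; inhibitors lower millipolarization by displacing the labeled peptide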
Target sequence (Q07817 whole entry, looked up): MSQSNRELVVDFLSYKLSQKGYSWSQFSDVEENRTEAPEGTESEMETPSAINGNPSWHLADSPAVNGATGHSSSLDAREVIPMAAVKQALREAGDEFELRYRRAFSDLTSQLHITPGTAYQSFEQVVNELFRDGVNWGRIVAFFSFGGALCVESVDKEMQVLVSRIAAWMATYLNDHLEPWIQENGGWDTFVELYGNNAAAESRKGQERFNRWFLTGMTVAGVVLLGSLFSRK
MEX-5 binding: MEX-5 zinc finger RNA-binding disruptors – biochemical, C. elegans, fluorescence polarization, MLPCN library, primary screen | Zinc finger protein mex-5 (Caenorhabditis elegans), Q9XUB2 | 0.38% of 300,000 active | MEX-5/FITC-TCR2 RNA binding; hits give low values | activity score (negative = inhibition of binding), % at 10 µM;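 active means inhibition past about -25% in most replicates, and total fluorescence under double the plate's negative control median, limit read from the data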;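 further: 0% = DMSO and -100% = 5 µM competing unlabeled TCR2 RNA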
PME-1 inh: PME-1 inhibitors via competitive probe labeling, primary screen, biochemical, fluorescence polarization, FP-Rh probe, HTS. Protein phosphatase methylesterase 1 (Homo sapiens), Q9Y570. recombinant PME-1. inhibition, % at 5.9 µM. 0.53% of 320,000 active. AID 2130, 2009;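 active means inhibition above the campaign mean of all compounds plus 3 SD, cut at about 26% in these data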;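 further: competitive labeling of PME-1 active site by serine hydrolase directed probe; 0% = PME-1 with DMSO and 100% = wells lacking PME-1 enzyme; inhibitors block probe labeling so polarization falls and inhibition rises; many of its hits are not listed in these tables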
Target sequence (Q9Y570 whole entry, looked up): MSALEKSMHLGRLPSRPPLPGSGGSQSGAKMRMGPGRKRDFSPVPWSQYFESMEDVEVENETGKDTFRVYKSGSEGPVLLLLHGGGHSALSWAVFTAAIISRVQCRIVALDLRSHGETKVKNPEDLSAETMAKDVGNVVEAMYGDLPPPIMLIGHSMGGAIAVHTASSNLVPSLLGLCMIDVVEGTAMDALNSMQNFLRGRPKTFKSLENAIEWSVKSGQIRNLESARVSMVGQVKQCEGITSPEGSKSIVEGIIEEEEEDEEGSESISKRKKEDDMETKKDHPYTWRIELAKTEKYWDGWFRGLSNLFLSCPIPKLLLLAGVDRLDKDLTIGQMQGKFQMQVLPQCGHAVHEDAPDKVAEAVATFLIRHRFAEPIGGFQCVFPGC
PAD4 inh: human PAD4 inhibitors, primary screen, biochemical, fluorescence polarization, 1536-well format; inhibition, % at 6.36 µM; 0.41% of 330,000 active; recombinant PAD4, RCA probe fluorescence polarization; Protein-arginine deiminase type-4 (Homo sapiens), Q9UM07;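 active means percent inhibition above a cutoff equal to the mean of all tested compounds plus 3 SD, cut at about 15% in these data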;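 further: 0% = PAD4 with RCA probe and DMSO and 100% = probe without PAD4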
GLD-1 RNA inh: GLD-1/TGE RNA complex disruptors, primary screen, biochemical, fluorescence polarization | 0.44% of 320,000 active | inhibition, % at 5.96 µM | purified GLD-1 + fluorescein TGE RNA;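 active means percent inhibition above a per-plate cutoff, the plate mean of test compounds plus 3 SD, cut at about 30% in these data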;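 further: 0% = DMSO wells with GLD-1 and probe and 100% = wells lacking GLD-1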
Target sequence (Q17339 whole entry, looked up): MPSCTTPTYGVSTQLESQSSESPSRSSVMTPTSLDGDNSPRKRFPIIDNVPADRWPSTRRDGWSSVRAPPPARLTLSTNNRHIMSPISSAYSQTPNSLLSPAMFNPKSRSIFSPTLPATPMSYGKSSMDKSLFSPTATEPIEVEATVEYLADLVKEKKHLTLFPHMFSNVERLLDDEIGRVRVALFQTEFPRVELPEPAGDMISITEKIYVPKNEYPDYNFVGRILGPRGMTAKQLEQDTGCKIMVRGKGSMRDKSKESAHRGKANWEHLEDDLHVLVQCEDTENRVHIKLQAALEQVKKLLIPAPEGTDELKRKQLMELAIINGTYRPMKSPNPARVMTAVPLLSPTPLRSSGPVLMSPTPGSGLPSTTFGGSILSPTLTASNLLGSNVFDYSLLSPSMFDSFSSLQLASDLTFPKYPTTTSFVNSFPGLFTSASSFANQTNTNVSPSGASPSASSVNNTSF
MCL1 BIM primary: inhibitors of MCL1 binding to BIM-BH3, primary screen, biochemical, fluorescence polarization; GST-MCL1 / FITC-Bim-BH3 fluorescence polarization; AID 2057, 2009; inhibition, % at 10.9 µM; 0.68% of 320,000 active;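 active means inhibition above the mean inhibition of all tested compounds plus 3 SD, set per campaign, cut at about 40% in these data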;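 further: 0% = DMSO wells and 100% = unlabeled Bim-BH3 peptide control; higher means more loss of mP so more displacement of Bim peptide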
Numbers without * were called inactive; nt = no result given. Some of the compounds tested; count on the stated rates, not on these rows.

SMILES | GSTO1 counter | TPT1 inh | Fam108B inh | Bcl-xL primary | MEX-5 binding | PME-1 inh | PAD4 inh | GLD-1 RNA inh | MCL1 BIM primary
COc1ccc(Cl)cc1S(=O)(=O)N1CCCC1=O | -1 | -1 | -2 | -1 | -2.5 | -1 | 5 | 3 | 4
COc1ccc(CN2CSC(=S)N(Cc3ccccc3)C2)cc1 | 6 | 1 | -4 | 4 | 1.3 | 0 | -5 | -4 | 12
COc1cc(OC)c(OC)cc1CNC(=O)c1cc(S(=O)(=O)N2CCOCC2)ccc1F | nt | nt | nt | -5 | nt | 12 | 2 | 6 | -8
Cn1cccc1CNC(=O)Nc1ccc(Cl)cc1 | -2 | -6 | -4 | -1 | 1.2 | -2 | -1 | -4 | 4
Brc1[nH]nc2ccccc12 | 6 | -2 | 1 | 2 | 0.2 | -1 | 2 | -2 | 0
CCc1c(C(=O)NCc2ccccc2Cl)[nH]c(C)c1C(C)=O | 5 | 1 | -3 | -1 | 0.4 | -9 | -3 | 5 | 0
Fc1ccc(/C=N/Nc2cc(N3CCOCC3)ncn2)cc1 | -5 | 1 | 3 | 0 | -1.4 | -7 | -3 | 4 | -2
COc1cc(-c2noc(C)c2C#Cc2ccc(N)cc2)cc(OC)c1OC | -4 | -2 | 8 | 3 | -0.4 | 18 | 4 | -1 | 2
CC(C(=O)NCCc1ccccc1)N1c2cccc3cccc(c23)S1(=O)=O (stereo not drawn) | 1 | 0 | 0 | 5 | -0.3 | 13 | -3 | 0 | 6
CCCn1c(O)c(C=Nc2ccccc2)sc1=S | 1 | 2 | 4 | 6 | -4.2 | 9 | -3 | -1 | 2
COc1ccc(NC(=O)C/C(C)=N/NC(=O)c2ccco2)c([N+](=O)[O-])c1 | 8 | -2 | 3 | 10 | -2.4 | 4 | 5 | 9 | 12
CC(=O)c1ccc(O)c(CC=C(C)C)c1O | -2 | 0 | -5 | -5 | 1.1 | -6 | -7 | 3 | -7
CCN(C(=O)CN(C)Cc1cccc(Cl)c1Cl)c1c(N)n(Cc2ccccc2)c(=O)[nH]c1=O | 0 | 1 | 2 | 0 | -1.1 | -8 | -7 | -10 | -14
O=C(O)c1ccc(CSC2CCCCC2)cc1 | -8 | -2 | 4 | 2 | -4.3 | 2 | -4 | 5 | -2
CCCCNC(=O)CC1N=C2c3ccccc3N=C(SCC(=O)Nc3ccccc3OC)N2C1=O (stereo not drawn) | 4 | 1 | 4 | 5 | 0.4 | 13 | -1 | 6 | 3
C/C(Cl)=C/Cn1c(SCC(C)C)nc2c1c(=O)[nH]c(=O)n2C | 3 | -1 | 16 | 3 | -1.2 | -4 | 7 | 3 | 4
O=S1(=O)N=C(N2CCCC2)c2ccccc21 | 5 | 2 | 4 | -1 | 0.6 | -1 | -1 | 10 | -2
COCCCNC(=O)CN(c1ccc(OC)cc1)S(=O)(=O)c1ccc(NC(C)=O)cc1 | -4 | -2 | -1 | 3 | 1.8 | -8 | 3 | 3 | -4
COc1cc(CN2CCC(n3nccc3NC(=O)C3CC3)CC2)cc(OC)c1 | -1 | 1 | 0 | -3 | 2.5 | 0 | 0 | -2 | 1
COc1ccc(S(=O)(=O)N2CCC(C(=O)NCCC(=O)NCc3ccccc3OC)CC2)cc1 | -1 | -2 | 2 | 4 | 0.6 | 0 | 3 | 7 | -2
COc1ccc(CCNC(=O)CCS(=O)(=O)c2ccc(Br)cc2)cc1OC | -3 | -3 | 0 | -3 | -1.3 | 1 | 2 | 0 | 9
O=C(c1cccnc1)N1CCN(S(=O)(=O)c2ccc(F)cc2)CC1 | 8 | -1 | -1 | 1 | 2.6 | 1 | 1 | -1 | -4
Clc1ccc(-c2nc(-c3cc4cc(Cl)ccc4o3)cs2)cc1 | 1 | -2 | -1 | 7 | 1.2 | 0 | -4 | 2 | 2
O=C(O)C1=C[C@@H](C2CC2)C[C@@H](OCc2ccc(CO)cc2)O1 | 9 | 4 | -5 | -2 | 1.3 | -4 | -7 | -3 | 0
Fc1ccc(-n2c(CN3CCCCC3)n[nH]c2=S)cc1 | -6 | -2 | -2 | -15 | nt | -6 | 1 | -6 | 1
COc1ccc(C2C(C#N)=C(N)Oc3cc(C)[nH]c(=O)c32)c(OC)c1OC (stereo not drawn) | 15 | 6 | -1 | 6 | nt | -6 | 0 | 2 | 16
Cc1ccc(NCC(=O)Nc2cccc(F)c2)cc1S(=O)(=O)N1CCCCCC1 | 1 | -2 | 1 | 4 | -3.0 | 1 | 1 | -2 | 3
N#Cc1cc(C(=O)c2ccccc2OCC(=O)Nc2ccccc2Cl)cn(C2CCCCC2)c1=O | 3 | 1 | -5 | -5 | -0.3 | 11 | -2 | 3 | 1
O=C(COC(=O)c1cccc(-n2cnnn2)c1)c1ccc(Br)cc1 | 13 | -1 | -3 | 1 | -2.6 | -10 | 7 | 2 | -2
Cc1nn(-c2ccccc2)c(C)c1/C=N/NC(=O)c1cc(-c2ccc(Cl)s2)[nH]n1 | -14 | -1 | -58 | 0 | 1.2 | -125 | -4 | 0 | 1
CC(=O)c1ccn(S(=O)(=O)c2ccc(Cl)cc2)c1 | 4 | 0 | 1 | 6 | -2.3 | 6 | 0 | -1 | 4
CC(=O)Oc1ccc2c(c1)c(C(C)=O)c(C)n2C | 12 | -3 | -4 | 5 | -0.5 | 3 | -2 | 9 | 4
Cc1cccc(N(Cc2cc(=O)[nH]c3ccccc23)C(=O)C(C)C)c1 | 3 | 2 | -1 | 9 | -0.2 | -3 | -2 | 3 | 5
CCn1c(-c2cccc(Cl)c2)n[nH]c1=S | 6 | -2 | 0 | -13 | -1.3 | -10 | -3 | 1 | -18
O=C(/C=C\c1ccco1)Nc1nc(-c2ccc3ccccc3c2)cs1 | -16 | -3 | -31 | 6 | 0.0 | -37 | 2 | 2 | -3
CCCCCOc1ccc(/C=C/C(=O)NCCc2nc3ccccc3[nH]2)cc1OC | 2 | -2 | -4 | 7 | 1.1 | -7 | -2 | 4 | 6
N#CCC(CNc1ncc(C(F)(F)F)cc1Cl)OC(=O)c1ccc(Cl)cc1 (stereo not drawn) | 5 | -2 | -5 | 2 | -2.8 | -5 | 10 | 5 | -1
Cc1cccc(C(=O)OCC(=O)NN2C(=O)NC3(CCCCC3)C2=O)c1 | nt | nt | nt | -1 | nt | 5 | 2 | 8 | -2
Cc1ccc(OCC(O)CN2C(=O)NC(C)(C)C2=O)cc1 (stereo not drawn) | -3 | -3 | -1 | 7 | -0.2 | 0 | 4 | 8 | 1
COc1ccc(-c2c3c(=O)n(C)c(=O)n(C)c3cn2Cc2ccccn2)cc1 | 2 | -1 | 0 | 5 | -6.2 | 3 | -3 | 4 | 5
CC(=O)OCC1=C(C(=O)O)N2C(=O)C(NC(=O)c3ccc(COc4c(C)cccc4Cl)o3)C2SC1 (stereo not drawn) | -6 | -2 | -5 | 25 | 2.9 | -5 | -5 | -3 | 43*
COc1ccc(Br)c(C(=O)OCc2cc(=O)oc3cc(C)ccc23)c1 | -1 | 4 | -2 | 2 | 0.0 | 0 | 1 | -1 | -5
CC1CCCCN1Cc1nc2c(c(=O)n(C)c(=O)n2C)n1Cc1c(F)cccc1Cl (stereo not drawn) | -6 | -4 | -9 | -8 | nt | -7 | -7 | -10 | -12
CCC(=O)Nc1ccc2oc(-c3ccccc3Br)nc2c1 | -10 | 1 | -5 | 6 | 2.7 | -8 | -10 | -1 | 7
CC(=O)c1c(C(C)=O)c(C)n(-c2ccc(C(=O)O)cc2)c1C | 3 | -2 | -3 | 4 | 0.1 | 7 | 2 | 0 | 6
COCCn1c(SCc2cc(=O)n3cc(C)ccc3n2)nc2ccccc2c1=O | 8 | -1 | 1 | 5 | 0.5 | 4 | -4 | 3 | -2
COCCCn1c(=O)/c(=C\c2ccccc2OC(F)F)s/c1=C(/C#N)C(=O)NCCOC | 9 | 2 | 2 | 6 | -5.8 | -4 | -3 | 2 | 5
S=c1[nH]nc(-c2cc(-c3ccccc3)n[nH]2)n1/N=C/c1cccc(Cl)c1 | 4 | 2 | 4 | -23 | -2.4 | 24 | 16* | 5 | -6
COC(=O)[C@@]1(Cc2ccc(OC)cc2)[C@@H]2C(=CC(=O)[C@H]2CC(=O)C(=O)N(C)C)CN1C(=O)c1ccccc1 | 7 | 0 | -1 | 5 | nt | -2 | -1 | 6 | 12
CCCCNC(=O)NCCN1CCOCC1 | -2 | 0 | -1 | 1 | 0.5 | 2 | 3 | 2 | 10
Cc1ccc(-c2c(C)c(-c3ccc(F)cc3)nc(N)c2C#N)o1 | -5 | -2 | -2 | 5 | -2.0 | -3 | -2 | 6 | 10
Cc1nc(SCC(=O)Nc2ccc(N3CCOCC3)cc2)nc(C)c1C | 2 | 1 | 3 | 3 | 2.4 | -8 | 1 | -7 | 2

As a short view, part of the list above:
SMILES | GSTO1 counter | TPT1 inh | Fam108B inh | Bcl-xL primary | MEX-5 binding | PME-1 inh | PAD4 inh | GLD-1 RNA inh | MCL1 BIM primary
COc1ccc(-c2c3c(=O)n(C)c(=O)n(C)c3cn2Cc2ccccn2)cc1 | 2 | -1 | 0 | 5 | -6.2 | 3 | -3 | 4 | 5
CC(=O)OCC1=C(C(=O)O)N2C(=O)C(NC(=O)c3ccc(COc4c(C)cccc4Cl)o3)C2SC1 (stereo not drawn) | -6 | -2 | -5 | 25 | 2.9 | -5 | -5 | -3 | 43*
COc1ccc(Br)c(C(=O)OCc2cc(=O)oc3cc(C)ccc23)c1 | -1 | 4 | -2 | 2 | 0.0 | 0 | 1 | -1 | -5
CC1CCCCN1Cc1nc2c(c(=O)n(C)c(=O)n2C)n1Cc1c(F)cccc1Cl (stereo not drawn) | -6 | -4 | -9 | -8 | nt | -7 | -7 | -10 | -12
CCC(=O)Nc1ccc2oc(-c3ccccc3Br)nc2c1 | -10 | 1 | -5 | 6 | 2.7 | -8 | -10 | -1 | 7
CC(=O)c1c(C(C)=O)c(C)n(-c2ccc(C(=O)O)cc2)c1C | 3 | -2 | -3 | 4 | 0.1 | 7 | 2 | 0 | 6
COCCn1c(SCc2cc(=O)n3cc(C)ccc3n2)nc2ccccc2c1=O | 8 | -1 | 1 | 5 | 0.5 | 4 | -4 | 3 | -2
COCCCn1c(=O)/c(=C\c2ccccc2OC(F)F)s/c1=C(/C#N)C(=O)NCCOC | 9 | 2 | 2 | 6 | -5.8 | -4 | -3 | 2 | 5
S=c1[nH]nc(-c2cc(-c3ccccc3)n[nH]2)n1/N=C/c1cccc(Cl)c1 | 4 | 2 | 4 | -23 | -2.4 | 24 | 16* | 5 | -6
COC(=O)[C@@]1(Cc2ccc(OC)cc2)[C@@H]2C(=CC(=O)[C@H]2CC(=O)C(=O)N(C)C)CN1C(=O)c1ccccc1 | 7 | 0 | -1 | 5 | nt | -2 | -1 | 6 | 12

Assay outcomes (PubChem BioAssay)
